ERAP1 inh = human ERAP1 aminopeptidase inhibitors, primary screen, biochemical, single point, plate reader. AID 652197, 2013. 340,000 compounds, 0.15% hits. recombinant ERAP1, Leu-AMC fluorescence, 60 min. inhibition, % at 10.7 µM;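 active means mean replicate inhibition of at least 30%, or all replicates individually reaching that 30% level; inactive means mean below 30% and not every replicate reaching it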;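 further: 0% = neutral control wells and 100% = L-leucinethiol positive control wells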
S100A4 MyoIIA = inhibitors of S100A4-myosin IIA peptide binding, primary screen, biochemical, fluorescence polarization, TAMRA-MyoIIA peptide; 360,000 compounds, 0.14% hits; inhibition, % at 10.7 µM; Protein S100-A4 (Homo sapiens), P26447; AID 652163, 2013;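 active means mean inhibition of at least 70% across replicates, with every replicate also reaching that level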
Target sequence (P26447 whole entry, looked up): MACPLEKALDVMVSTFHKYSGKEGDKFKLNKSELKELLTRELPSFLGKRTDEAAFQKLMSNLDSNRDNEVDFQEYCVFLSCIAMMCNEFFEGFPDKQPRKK
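assay system = human S100A4 monomer with TAMRA-labelled myosin IIA peptide | also added = labelled myosin peptide probe, 5 nM | incubation = 5 min between mix addition and reading | control set = DMSO and TFP controls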
XiGFP reactiv = activators of inactive X chromosome reactivation, primary screen, imaging, XiGFP fibroblasts, GFP high-content imaging, set 2. 360,000 compounds, 0.055% hits. XiGFP mouse fibroblasts, % GFP-positive cells imaging, 3 d; cells co-treated with 5-aza-dC sensitizer; scaled so ellipticine positive control = 100%. activation, % at 7.58 µM. AID 743238, 2013;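 active means mean normalized replicate activation at least 10% and every replicate at or above 10%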;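 further: 0% = median of on-plate neutral control wells and 100% = ellipticine 6 µM median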
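System: XiGFP fibroblasts, SV40-immortalized. Medium: DMEM plus 5-aza-dC sensitizer. Doses: single point. Timing: 3 d treatment, 15 min room-temperature fixation. Control set: ellipticine 6 µM.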
E-sel inducer = E-selectin induction in HUVECs, primary screen, imaging, HUVEC, immunofluorescence imaging, single point; P16581; normalized: neutral wells 0, TNF-alpha wells 100; activation, % at 7.58 µM; 260,000 compounds, 0.37% hits;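 active means mean E-selectin-positive cell signal at least 10% of the positive control, reached in at least 60% of replicates, without over 20% cell loss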;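 further: in these data hits start at about 27%; measured in HUVEC primary endothelial cells; signal is the percent of cells scored E-selectin positive by PE staining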
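Test system – human umbilical vein endothelial cells (HUVEC), E-selectin induction · Input – 3,000 HUVEC seeded per well · Buffer or medium – EGM-2, gelatin · Compound dosing – single-point compound dose · Detection – immunofluorescence imaging · Measure – percent E-selectin-positive cells · Controls – TNF-alpha high, DMSO low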
esBAF inh = Bmi1 luciferase reporter increase in mESCs, primary screen, esBAF inhibitor project, mouse ES cells, Bmi1 luciferase knock-in, single point | reporter increase, % at 12.5 µM | 350,000 compounds, 2% hits | AID 602393, 2012 | 24 h; 100% = twice the neutral-well signal; in the data active means activation above about 40%;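 further: 0% = median of the plate's neutral control wells and 100% = double that signal; a rise in the Bmi1 reporter signal indicates esBAF inhibition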
ERp5 inh = inhibitors of ERp5-driven insulin aggregation, primary screen, biochemical, turbidity, absorbance 650 nm, single point; AID 651711, 2012; 350,000 compounds, 0.05% hits; inhibition, % at 9.99 µM; Protein disulfide-isomerase A6 (Homo sapiens), Q15084; 90 min;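 active means mean replicate inhibition above about 25%, with every replicate also reaching it, limit read from the data, passing the limit was not always enough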
Target sequence (Q15084 whole entry, looked up): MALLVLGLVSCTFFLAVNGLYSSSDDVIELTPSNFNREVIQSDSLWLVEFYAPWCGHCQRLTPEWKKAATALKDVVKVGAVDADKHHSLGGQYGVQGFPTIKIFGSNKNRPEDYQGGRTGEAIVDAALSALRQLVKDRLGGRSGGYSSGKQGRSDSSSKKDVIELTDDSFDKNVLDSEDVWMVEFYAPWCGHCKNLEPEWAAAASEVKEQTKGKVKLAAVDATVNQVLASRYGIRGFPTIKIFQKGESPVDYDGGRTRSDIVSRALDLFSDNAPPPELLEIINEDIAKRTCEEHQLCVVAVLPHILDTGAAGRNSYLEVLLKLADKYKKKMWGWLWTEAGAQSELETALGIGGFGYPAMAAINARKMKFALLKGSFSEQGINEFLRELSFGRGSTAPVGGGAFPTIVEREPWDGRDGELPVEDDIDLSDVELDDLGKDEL
RAD54 inh = inhibitors of human RAD54 branch migration, primary screen, biochemical, fluorescence, single point; DNA repair and recombination protein RAD54-like (Homo sapiens), Q92698; RAD54 Holliday junction branch migration, FAM/BHQ fluorescence; 360,000 compounds, 0.14% hits; inhibition, % at 10.4 µM;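 active means mean normalized replicate activity at least 40 and at least half of replicates scoring 40 or more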;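 further: 0% = median of neutral control wells and 100% = median of positive control wells; inhibitors cause a drop in the FAM fluorescence signal; in these data hits start at about 50%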
RAD52 inh = RAD52 DNA annealing inhibitors, primary screen, biochemical, FRET, single point, set 2 | inhibition, % at 18.7 µM | recombinant RAD52 DNA annealing, FRET fluorescence | 360,000 compounds, 0.46% hits;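 active means every replicate showing at least 50% inhibition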
Target sequence (P43351 whole entry, looked up): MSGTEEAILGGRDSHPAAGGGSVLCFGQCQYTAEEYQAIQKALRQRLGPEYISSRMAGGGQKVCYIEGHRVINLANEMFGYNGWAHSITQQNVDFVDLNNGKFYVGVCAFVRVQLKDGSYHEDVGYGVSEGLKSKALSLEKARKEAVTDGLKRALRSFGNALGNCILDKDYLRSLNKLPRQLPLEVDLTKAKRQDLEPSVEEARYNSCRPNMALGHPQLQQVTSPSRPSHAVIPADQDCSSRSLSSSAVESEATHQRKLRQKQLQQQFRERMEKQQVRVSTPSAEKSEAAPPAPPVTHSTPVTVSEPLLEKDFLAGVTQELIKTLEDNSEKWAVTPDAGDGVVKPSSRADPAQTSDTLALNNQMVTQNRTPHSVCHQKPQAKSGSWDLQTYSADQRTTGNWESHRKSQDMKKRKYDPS
An asterisk follows results filed as active; nt = not tested or not shown.

#	compound	ERAP1 inh	S100A4 MyoIIA	XiGFP reactiv	E-sel inducer	esBAF inh	ERp5 inh	RAD54 inh	RAD52 inh
1	CCCCOc1ccc(C(=O)NCCc2ccccc2)cc1	-1.9	-0.4	0.2	0.1	21.6	-3.4	12.8	-3.1
2	COc1ccc(NC(=O)N(C)C[C@@H]2Oc3ncc(-c4ccc(OC)cc4)cc3C(=O)N([C@H](C)CO)C[C@@H]2C)cc1	1.5	1.5	0.3	-0.2	-1.8	-5.0	4.4	-2.2
3	CC1(C)CN(Cc2ccccc2)C(=O)[C@H]1CC(=O)Nc1ccccc1	nt	1.1	0.0	0.3	-2.0	0.3	nt	-9.1
4	CC(C)c1ccc(CC(=O)N2CCC2(C)C(=O)NCC(C)(C)C)cc1 (stereo unspecified)	-1.1	3.8	0.3	nt	-5.1	-7.6	-4.4	-8.5
5	CCCCN1C(=O)C(CC(=O)NCc2cccc3ccccc23)CC(C(=O)N2CCCCCC2)=C1C (stereo unspecified)	4.9	-5.5	-0.2	-0.2	nt	3.7	nt	-20.8
6	COc1ccc(NS(=O)(=O)c2ccc3c(c2)NC(=O)CO3)cc1	0.5	-4.0	0.2	nt	nt	-0.1	nt	-12.3
7	COC(=O)c1ccc(N/C=C\C(=O)c2ccc3c(c2)OCO3)cc1	11.6	-5.7	0.1	nt	nt	3.0	nt	-14.7
8	Cc1ccc(S(=O)(=O)N(C)C[C@H]2OCCCC[C@@H](C)Oc3ccc(NC(=O)Nc4ccc(C(F)(F)F)cc4)cc3C(=O)N([C@H](C)CO)C[C@@H]2C)cc1	1.3	-27.1	0.2	nt	-0.4	-2.7	3.6	1.1
9	Cc1ccc(S(=O)(=O)N(C)C[C@@H]2Oc3c(NS(=O)(=O)c4ccc(F)cc4)cccc3C(=O)N([C@H](C)CO)C[C@@H]2C)cc1	nt	nt	0.2	-6.8	5.8	nt	16.9	nt
10	O=C(c1cccs1)N1CCC(C(=O)N2CCN(Cc3ccc4c(c3)OCO4)CC2)CC1	-0.5	1.3	-0.1	-0.1	nt	-0.2	nt	-7.1
11	Cc1c(OC(C)C(=O)NCC2CCC(C(=O)O)CC2)ccc2c3c(c(=O)oc12)CCCC3 (stereo unspecified)	-13.9	-4.8	0.0	nt	-1.2	3.3	2.8	2.9
12	COc1ccc2cc(CN(Cc3cccnc3)S(=O)(=O)c3ccccc3)c(=O)[nH]c2c1	4.8	-9.0	nt	nt	nt	3.1	nt	-11.5
13	FC(F)Oc1ccc(NC(=S)NC2CCCCCCC2)cc1	4.0	-5.8	0.0	0.2	46.7*	-4.0	-2.8	-6.2
14	CC(=O)Nc1ccc(S(=O)(=O)Nc2nc3ccccc3nc2Nc2ccc(O)c(C(=O)O)c2)cc1	1.4	4.6	0.2	nt	5.1	-1.3	-28.1	-267.1
15	COc1ccc(C(=O)NNC2=NS(=O)(=O)c3ccccc32)cc1OC	1.8	-2.7	0.0	nt	-7.2	-1.6	0.1	-11.1

Other entries follow.
#	compound	ERAP1 inh	S100A4 MyoIIA	XiGFP reactiv	E-sel inducer	esBAF inh	ERp5 inh	RAD54 inh	RAD52 inh
16	COc1ccc(S(=O)(=O)N2CCN(Cc3ccccc3)CC2)c(C)c1	0.2	1.9	-0.1	0.0	-3.8	-7.2	-2.8	-10.3
17	CN(CC(=O)NCCCc1ccccc1)Cc1ccc(Br)cc1	10.9	3.3	-0.1	0.2	-0.6	0.0	-21.8	-9.0
18	O=C1/C(=C\c2c(NCCOCCO)nc3ccccn3c2=O)SC(=S)N1Cc1ccco1	nt	5.9	1.0	72.7*	-4.1	1.7	-16.3	-54.2
19	CCc1ccc(N2CC(C(=O)OCc3csc(CC(=O)Nc4ccccc4C)n3)CC2=O)cc1 (stereo unspecified)	0.8	-0.2	0.0	nt	-4.6	-12.7	11.1	-10.1
20	CCCS(=O)(=O)c1c(S(=O)(=O)CCC)c2c(N)cccn2c1C(=O)OC	-0.7	-9.1	-0.1	-0.8	-3.1	-1.9	nt	-67.3
21	O=C(Nc1sc2c(c1C(=O)N1CCOCC1)CCCCC2)c1cccnc1	-1.1	-0.1	0.0	4.4	1.3	-1.1	-2.6	-6.1
22	C[C@H](CO)N1C[C@H](C)[C@H](CN(C)C(=O)CC2CC2)Oc2ncc(C#CC3CC3)cc2C1=O	-0.6	11.1	-0.4	0.1	-1.4	-3.2	6.8	-2.2
23	CCN1CCc2nc(N)sc2C1	2.2	0.4	0.7	7.5	nt	6.4	nt	68.9*
24	Cc1noc(C)c1NC(=O)N(C)C[C@H]1Oc2ccc(NS(=O)(=O)c3cn(C)cn3)cc2C(=O)N([C@@H](C)CO)C[C@H]1C	0.0	4.9	0.5	-2.8	5.4	2.1	-0.1	-2.4
25	C/C=C/c1ccc([C@@H]2[C@@H](C#N)N(C(=O)Cc3ccccn3)[C@@H]2CO)cc1	0.6	1.3	-0.1	2.2	-3.5	1.2	-8.9	-72.4
26	COc1ccc(C(=O)NC(=C(Cl)Cl)S(=O)(=O)c2ccc(C)cc2)cc1	1.2	2.0	0.0	-1.3	nt	-9.3	-3.6	-7.8
27	CCCNC(=O)C[C@@H]1CC[C@@H]2[C@H](COc3ccc(NC(=O)c4cccc(Cl)c4)cc3C(=O)N2C)O1	3.0	34.2	-0.1	-0.1	0.3	4.6	-1.4	4.6
28	Cc1ccc(CNC(=O)C2CC(c3ccccc3F)=NO2)cc1 (stereo unspecified)	-3.0	12.1	0.0	-0.2	-11.7	3.4	-9.1	-8.0
29	COc1ccc2nc(-c3ccc(CN4CCC5(CC4)CNc4ccccc45)cc3)c(-c3ccccc3)nc2c1	0.7	-2.3	0.1	0.1	nt	-6.3	nt	-19.6
30	CC(C)CC#Cc1ccc([C@@H]2[C@H](CO)N3C(=O)CN(C(=O)CN4CCOCC4)C[C@@H]23)cc1	-1.9	3.0	0.5	-0.3	nt	1.1	nt	-12.8

Additional compounds follow:
#	compound	ERAP1 inh	S100A4 MyoIIA	XiGFP reactiv	E-sel inducer	esBAF inh	ERp5 inh	RAD54 inh	RAD52 inh
31	CCCc1ccc(OCc2ccc(C(=O)N3CCSCC3)o2)cc1	-0.7	-7.3	0.1	nt	47.1*	2.8	5.4	-12.2
32	COc1cc(CC(=O)O)ccc1OCc1ccccc1	3.9	3.1	-0.1	-0.1	-4.7	-0.7	-14.3	-11.1
33	CCOC(=O)c1ccc(N2C=C(C(=O)OC)C(c3cccc(O)c3)C(C(=O)OC)=C2)cc1	16.0	-1.0	0.0	-0.2	nt	-1.4	nt	-8.0
34	CN1C(=O)c2cc(NC(=O)Cc3ccccc3)ccc2OC[C@@H]2O[C@H](CC(=O)O)CC[C@H]21	-1.3	1.8	0.2	0.1	0.5	-5.3	-0.3	-6.0
35	COc1ccc(NC(=O)N(C)C[C@H]2Oc3cc(-c4ccncc4)ccc3S(=O)(=O)N([C@@H](C)CO)C[C@H]2C)cc1	-1.7	1.3	-1.0	-0.1	-2.3	-1.2	-14.2	-0.3
36	COCCCNS(=O)(=O)c1ccc(OC)c(Cl)c1Cl	-1.4	-1.4	nt	nt	-1.6	3.2	19.9	-15.7
37	Cc1c(C(C)C)c(=O)n(-c2ccc(S(=O)(=O)NC3CCCCC3)cc2)n1C	-0.1	-1.9	0.0	nt	nt	1.2	nt	-3.8
38	O=C(c1ccccc1F)N1C[C@@H]2[C@H](c3ccccc31)[C@H](CO)N2C(=O)c1ccc(F)cc1	4.1	-4.2	0.3	1.3	-10.8	-0.6	3.2	11.9
39	C[C@H](CO)N1C[C@H](C)[C@@H](CN(C)Cc2ccccc2)Oc2ccc(NS(=O)(=O)c3cn(C)cn3)cc2C1=O	1.1	-3.1	-0.9	1.1	0.2	0.8	3.7	-4.1
40	C[C@H]1CN([C@@H](C)CO)S(=O)(=O)c2ccc(C#CCN(C)C)cc2O[C@@H]1CN(C)Cc1ccccc1F	6.1	-4.1	-0.8	0.7	-5.0	0.1	-9.4	-26.7
41	Cc1cc(Cl)ccc1OCC(=O)N1CCN(c2ncccn2)CC1	1.5	-1.2	0.0	nt	nt	-5.5	nt	-13.2
42	O=c1c2[nH]cnc2n(-c2ccc(F)cc2)c(=O)n1Cc1ccccc1	1.1	-0.6	-0.1	0.3	4.3	-0.7	11.5	-8.3
43	CCOC(=O)c1[nH]c2ccccc2c1NC(=S)Nc1cc(C)ccc1C	8.1	-5.4	0.0	0.1	38.3	0.2	-7.4	-4.5
44	CCC1(c2ccc(F)cc2)NC(=O)N(CC(=O)N2CC(=O)Nc3ccccc32)C1=O (stereo unspecified)	0.6	-4.7	0.0	0.1	0.7	-16.5	-8.9	-2.8
45	Cc1ccccc1-c1nc(CS(=O)(=O)CC(=O)NC2CCCC2)c(C)o1	0.4	1.1	0.1	nt	0.2	-1.0	-4.4	-13.7
46	COc1ccc2c3c([nH]c2c1)[C@H](CO)N(C(=O)Cc1ccccc1)CC31CCN(C)CC1	-3.5	-15.4	0.0	0.0	nt	5.2	nt	3.6
47	O=C(OCC(=O)N(CCc1ccccc1)Cc1ccccc1)c1cccc(S(=O)(=O)N2CCOCC2)c1	-3.5	2.6	0.1	-0.3	-5.9	1.5	-14.1	12.8
48	COc1ccccc1NC(=O)NNC(=O)C(C)Oc1ccc2ccccc2c1 (stereo unspecified)	-1.6	0.0	0.2	0.1	nt	3.0	9.4	-25.4

2 entries from above, with values under each structure:
Values in the order – ERAP1 inh	S100A4 MyoIIA	XiGFP reactiv	E-sel inducer	esBAF inh	ERp5 inh	RAD54 inh	RAD52 inh
44: CCC1(c2ccc(F)cc2)NC(=O)N(CC(=O)N2CC(=O)Nc3ccccc32)C1=O (stereo unspecified)
→ 0.6	-4.7	0.0	0.1	0.7	-16.5	-8.9	-2.8
34: CN1C(=O)c2cc(NC(=O)Cc3ccccc3)ccc2OC[C@@H]2O[C@H](CC(=O)O)CC[C@H]21
→ -1.3	1.8	0.2	0.1	0.5	-5.3	-0.3	-6.0

Numbers 38 to 44, reprinted for reference:
#	compound	ERAP1 inh	S100A4 MyoIIA	XiGFP reactiv	E-sel inducer	esBAF inh	ERp5 inh	RAD54 inh	RAD52 inh
38	O=C(c1ccccc1F)N1C[C@@H]2[C@H](c3ccccc31)[C@H](CO)N2C(=O)c1ccc(F)cc1	4.1	-4.2	0.3	1.3	-10.8	-0.6	3.2	11.9
39	C[C@H](CO)N1C[C@H](C)[C@@H](CN(C)Cc2ccccc2)Oc2ccc(NS(=O)(=O)c3cn(C)cn3)cc2C1=O	1.1	-3.1	-0.9	1.1	0.2	0.8	3.7	-4.1
40	C[C@H]1CN([C@@H](C)CO)S(=O)(=O)c2ccc(C#CCN(C)C)cc2O[C@@H]1CN(C)Cc1ccccc1F	6.1	-4.1	-0.8	0.7	-5.0	0.1	-9.4	-26.7
41	Cc1cc(Cl)ccc1OCC(=O)N1CCN(c2ncccn2)CC1	1.5	-1.2	0.0	nt	nt	-5.5	nt	-13.2
42	O=c1c2[nH]cnc2n(-c2ccc(F)cc2)c(=O)n1Cc1ccccc1	1.1	-0.6	-0.1	0.3	4.3	-0.7	11.5	-8.3
43	CCOC(=O)c1[nH]c2ccccc2c1NC(=S)Nc1cc(C)ccc1C	8.1	-5.4	0.0	0.1	38.3	0.2	-7.4	-4.5
44	CCC1(c2ccc(F)cc2)NC(=O)N(CC(=O)N2CC(=O)Nc3ccccc32)C1=O (stereo unspecified)	0.6	-4.7	0.0	0.1	0.7	-16.5	-8.9	-2.8

Screening data (PubChem)
